High-throughput results deposited in PubChem by National Center for Advancing Translational Sciences (NCATS).
HT1080-NT tox = kills 2HG-producing HT-1080-NT fibrosarcoma cells | HT-1080-NT fibrosarcoma viability, CellTiter-Glo ATP luminescence, 48 h | Potency, µM (top dose mostly 46.1 µM), without a hit: top-dose activity, negative = less viability, actives largely listed as cytotoxic | actives 1.6% (n = 360,000) | AID 686970;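 further: NT is the 2HG producing partner of a matched IDH1 knockdown line; 0% = DMSO-treated cells and -100% = media-only wells without cells; nearly all actives have a fitted effect of over 55% in size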
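Luminescent CellTiter-Glo readout after 48 hours of compound exposure at 37 degrees C defined viability of HT-1080-NT cells. Activity was normalized to DMSO wells and cell-free media wells; concentration-response curves were fitted and assigned curve classes.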
KB-V1 MDR tox = kills drug-selected multidrug resistant KB-V1 cells; KB-V1 MDR cells viability, CellTiter-Glo, 72 h; Potency, µM (highest dose often 46.1 µM), for the others: at the highest dose activity change, negative = cytotoxicity, usual class: cytotoxic; actives 3.4% (n = 400,000); further: on the % scale 0 is the no-effect control and ±100 the full control effect; nearly all actives have a fitted effect of over 60% in size
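Cells of the MDR subline KB-V1 are plated, dosed with compound at multiple concentrations, and incubated 72 h at 37 degrees C; CellTiter-Glo is then added and luminescence read after 10 min.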
KB-3-1 cytotox = KB-3-1 parental cell cytotoxicity; Potency, µM (top dose mostly 46.1 µM), inactives show at the highest dose activity change, negative = cytotoxic, hits mostly cytotoxic; AID 1347075; KB-3-1 viability, CellTiter-Glo ATP luminescence, 72 h; actives 1.4% (n = 400,000); further: on the % scale 0 is the no-effect control and ±100 the full control effect; nearly all actives have a fitted effect of over 60% in size
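Luminescent ATP read-out (CellTiter-Glo) measures survival of drug-naive KB-3-1 cells after 72 h compound exposure at 37 °C. Titration series was screened from lowest to highest concentration, with DMSO vehicle plates as background controls.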
SW480 rerep = inducers of DNA re-replication in SW480 colon cancer cells | SW480 DNA re-replication, Hoechst DNA content imaging, 48 h | Potency, µM (titrated, usually from 46.1 µM), for inactives: at the top dose re-replication activation, actives largely listed as activators | actives 1.8% (n = 340,000) | AID 624297; further: % of control where 0% means no effect; nearly all actives have a fitted effect of over 55% in size
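Readout is total intensity of Hoechst-stained nuclei, excited at 405 nm and collected at 500-530 nm. Compound treatment lasted 48 hr at 37 C in 5% CO2 before staining.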
GLP1R ag = agonists of human GLP-1 receptor; AID 624172; P43220; HEK293 GLP-1R CRE-luciferase, luminescence, 4-6 h; cells express a hypersensitive GLP-1R form; actives 0.007% (n = 380,000); Potency, µM (doses to about 45.6 µM), inactives show at the top dose activation, usual class: activators; further: % of control where 0% means no effect
Target sequence (P43220 whole entry, looked up): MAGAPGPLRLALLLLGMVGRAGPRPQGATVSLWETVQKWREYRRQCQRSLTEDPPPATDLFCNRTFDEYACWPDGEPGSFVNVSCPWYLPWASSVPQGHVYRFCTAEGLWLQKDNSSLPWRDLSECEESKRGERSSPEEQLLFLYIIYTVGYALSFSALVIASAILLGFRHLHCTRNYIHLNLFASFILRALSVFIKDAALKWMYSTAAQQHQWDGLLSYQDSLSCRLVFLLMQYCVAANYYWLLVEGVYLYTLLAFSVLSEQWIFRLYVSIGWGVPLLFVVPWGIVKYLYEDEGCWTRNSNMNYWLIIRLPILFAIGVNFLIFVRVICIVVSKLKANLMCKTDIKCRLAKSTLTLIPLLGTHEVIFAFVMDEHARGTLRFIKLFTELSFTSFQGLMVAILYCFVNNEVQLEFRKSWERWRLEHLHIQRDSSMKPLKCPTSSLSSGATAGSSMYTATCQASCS
HEK293 tox = cytotoxic in the GLP-1 receptor inverse agonist counter-screen; HEK293 cAMP-luciferase reporter cells, luminescence, 24 h; actives 0.13% (n = 410,000); Potency, µM (highest dose often 38.3 µM), without a hit: at the highest dose activity change, negative = inhibition, actives largely listed as inhibitors;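 further: loss of luciferase light is scored as toxicity; on the % scale 0 is the no-effect control and ±100 the full control effect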
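MLSMR compounds, 24 hr on cells at 37 deg C/5% CO2; luminescence after luciferase reagent (12 min RT). Inhibition counted as the undesired cytotoxic outcome.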
TDP-43 yeast inh = rescues yeast growth from TDP-43 toxicity | TDP-43 expressing yeast growth rescue, BacTiter-Glo, 24 h | Potency, µM (doses to about 46.1 µM), for inactives: top-dose growth rescue (activation), usual class: activators | actives 1.8% (n = 410,000); further: % of control where 0% means no effect; nearly all actives have a fitted effect of over 50% in size
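Readout is BacTiter-Glo luminescence of cell growth, so inhibitors register as activators. TDP-43-expressing yeast at OD600=0.02 in galactose medium, after raffinose pregrowth to mid-log, were incubated with compound for 24 hr at 30 deg C.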
HT1080 IDH1KD tx = kills HT-1080 cells with IDH1 knockdown | AID 686971 | actives 2% (n = 360,000) | Potency, µM (titrated, usually from 46.1 µM), without a hit: at the top dose activity, negative = toxicity, usual class: cytotoxic | HT-1080 IDH1 knockdown viability, ATP luminescence, 48 h;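 further: 0% = DMSO wells and -100% = cell-free medium wells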
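HT-1080-IDH1KD cells (IDH1 knocked down), 750/well in RPMI with 5% FBS, treated with compound 48 h at 37 degrees C. Viability by CellTiter-Glo luminescence, normalised to DMSO and no-cell wells; concentration-response curves classed.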
GLP1R inv ag = acts as inverse agonist at human GLP-1 receptor; P43220; HEK293 GLP-1R CRE-luciferase, luminescence, 24 h; GLP-1R form is constitutively active; Potency, µM (doses to about 38.3 µM), for the others: at the highest dose activity change, negative = inhibition, most hits filed as inhibitors; actives 1.6% (n = 410,000); AID 624417; further: on the % scale 0 is the no-effect control and ±100 the full control effect; nearly all actives have a fitted effect of over 55% in size
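GLP-1R inverse agonism mode: basal reporter luminescence in engineered HEK293 cells measured after one day of compound exposure at 37 deg C, with a 12 min room-temperature detection step.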
* hit, by the source's call; ? = inconclusive; / = not tested or not shown; [ ] = dose if it differs, or a comment. The call rests on the fitted dose curve; in most records, active means well fitted curve in the direction sought with a large enough effect; inconclusive means small, poorly fitted or top-dose-only effect, or another doubt; inactive means no such curve, though single readings can be large; an effect the other way counts as inactive or inconclusive. Potency means the concentration at half of the fitted maximal effect.

SMILES | HT1080-NT tox | KB-V1 MDR tox | KB-3-1 cytotox | SW480 rerep | GLP1R ag | HEK293 tox | TDP-43 yeast inh | HT1080 IDH1KD tx | GLP1R inv ag
CCCc1cc(=O)[nH]c(SCc2cc(=O)oc3c(C)c(C)ccc23)n1 | 11% | -3% | -1% | 0% | 0% | 4% | 11% | 17% | 9%
COc1ccc(NC(=O)C2(C)Cc3c(-c4cccc(C(N)=O)c4)ccnc3O2)cc1 (stereo not given) | ? | ? | 7.3µM* | / | 7% | -23% | 15% | ? | ?
CC(C)(C)c1cc(C(=O)Nc2ccccc2)ccn1 | 0% | 21µM* | -2% | -6% | 0% | -8% | -7% | 0% | 2%
O=C(COC(=O)c1ccco1)NC1CCCCC1 | -7% | ? | 2% | -11% | -12% | 6% | 0% | 1% | 13%
CCOc1ccc(OCC)c(S(=O)(=O)NCc2ccccc2)c1 | 1% | -4% | 12% | 2% | -8% | -5% | -11% | 1% | -19%
COC(=O)C1=CN(Cc2ccc(C)cc2)C=C(C(=O)OC)C1c1ccc(F)c(F)c1 | -15% | ? | -12% | 4.6µM* | 7% | -6% | -9% | -25% | -7%
COc1ccc(S(=O)(=O)Nc2ccc(S(=O)(=O)Nc3nc(C)cc(C)n3)cc2)cc1OC | -1% | 22% | 5% | 10% | 5% | 3% | -29% | -2%[9.24 µM] | 0%
COc1ccc(Cl)cc1NC(=O)COC(=O)C1COc2ccccc2O1 (stereo not given) | 1% | 18% | 23% | 7% | -2% | 3% | 19% | 7% | 3%
CCN1CCCC1CNC(=O)c1cc2cc(OC)c(OC)cc2[nH]1 (stereo not given) | 4% | 5% | 7% | -10% | 12% | -12% | -7% | 4% | 33%[activator]
CC1(C)Cc2nc3sc4c(N(CCO)CCO)ncnc4c3cc2CO1 | 1% | 6% | ? | -5%[9.22 µM] | 2% | -7% | -7% | 5% | 30%
Cc1nn(CC(=O)NN)c(C)c1Br | 6% | 5% | 1% | -11% | -4% | 0% | 16% | 2% | 4%
ON1C(c2ccccc2)CC2(O)c3nonc3CCC12 (stereo not given) | 3% | -2% | 1% | 2% | 2% | 12% | -7% | -3% | -15%
Cc1ccc(NC(=O)Nc2nnc(Cc3ccc([N+](=O)[O-])cc3)s2)cc1C | ? | -4% | -9% | -6% | -14% | ? | 25% | ? | ?
O=C(O)CCNC(=O)c1cncc(Br)c1 | 6% | -1% | -8% | -4% | 8% | 18% | -10% | 19% | 26%
Cc1ncsc1CCOC(=O)c1ccccc1 | 14% | -4% | 0% | -9% | 2% | 12% | 0% | 18% | 12%
Cc1noc(C)c1S(=O)(=O)Nc1ccc(C(=O)NC2CCCCC2)cc1 | 15% | 20% | 16% | -3% | -1% | 6% | 4% | 7% | 7%
CC(OC(=O)c1ccc2c(c1)OCO2)C(=O)NC1CCCCC1 (stereo not given) | -5% | ? | -3% | / | 7% | 1% | 12% | -2% | 1%
CCN(CC(=O)NCc1ccc(F)cc1)C(=O)C(C)Oc1cccc(Cl)c1 (stereo not given) | 3% | 4% | -23% | -5% | 2% | -7% | 22% | 0% | -18%
Cc1ccc(-n2c(C)nn(Cc3ccc([N+](=O)[O-])cc3)c2=O)cc1 | -14% | ? | 0% | 2% | 3% | -23% | 4% | -3% | -12%
O=C(COC(=O)Cc1ccc(Br)cc1)NCc1ccccc1 | 3% | 12% | 4% | / | 3% | 8% | 13% | 3% | 14%
C[C@H](CO)N1C[C@H](C)[C@@H](CN(C)Cc2cccc(C(=O)O)c2)OCc2cnnn2CCCC1=O | 3% | 24% | 17% | / | 7% | -2% | 10% | 7% | 3%
Cc1cccc(C(=O)N2CCN(C(=O)c3cccc(C)c3)C(C)C2)c1 (stereo not given) | 13% | -4% | -4% | -5% | -5% | -8% | 25% | 4% | ?
Cc1nnc(NC(=O)c2ccc(-c3ccc(Cl)cc3)o2)s1 | 7% | 0% | -7% | -4% | -2% | -2% | 15% | 13% | 4%
Cc1cc(OC(=O)c2c(Cl)cccc2Cl)nc(C)n1 | -8% | -26% | -8% | ? | 8% | -5% | 0% | -1% | 1%
COCCn1c(SCC#N)nnc1-c1ccccc1O | 15% | 18% | 0% | -2% | -16% | -10% | -17% | -12% | 0%
O=C(NNC(=O)C1CCCCC1)c1ccc(Br)cc1 | 7% | 30% | 2% | -21% | -2% | -14% | 9% | 10% | 8%
N/C(Cc1ccc([N+](=O)[O-])cc1)=N\OC(=O)Cc1ccc(Cl)cc1 | 13% | 14% | 9% | 0% | -4% | 0% | ? | 15% | -12%
COc1ccc(Br)cc1C(=O)NC(=S)Nc1ccc2[nH]c(=O)[nH]c2c1 | 18% | 27% | 0% | -39%[inhibitor] | 16% | 4% | -8% | 10% | 60%[activator]
COc1ccc(/C(O)=C2/C(=O)C(=O)N(CC3CCCO3)C2c2cccc(OC)c2)cc1 (stereo not given) | 3% | ? | -2% | 13% | -2% | 0% | -9% | 27% | -14%
CCOCC(=O)OCC(=O)NC12CC3CC(CC(C3)C1)C2 | -1% | ? | 13% | -2% | 3% | 1% | 7% | -2% | 5%
Cc1ccc(Cn2ncc3c(N4CCN(CC#N)CC4)ncnc32)cc1 | -3% | -37% | -12% | 1% | 8% | 4% | 0% | -5% | -23%
CSc1ccc(S(=O)(=O)N(C)Cc2ccccc2)cc1 | 17% | -10% | -1% | -3% | 12% | 19% | ? | -2% | ?
N#C/C(N)=C(/C#N)N=Cc1cccc(Cl)c1 | -19% | ? | 12% | -10% | 4% | 9% | ? | -17% | 1%
Cc1nc(SCC(O)CCl)c([N+](=O)[O-])[nH]1 (stereo not given) | 8% | 1% | 13% | -3% | -11% | -14% | -4% | 19% | -11%
C[C@H](O)C#Cc1cnc2c(c1)C(=O)N([C@H](C)CO)C[C@@H](C)[C@H](CN(C)C(=O)Nc1ccc(C(F)(F)F)cc1)O2 | -3% | -18% | -1% | / | -5% | -3% | 2% | 12% | -5%
Cc1ccc2oc(C(=O)NCc3ccc4c(c3)OCO4)c(C)c2c1 | ? | ? | ? | -5% | 25% | 5% | 22µM* | -4%[9.24 µM] | ?

5 neighbouring entries already listed:
SMILES | HT1080-NT tox | KB-V1 MDR tox | KB-3-1 cytotox | SW480 rerep | GLP1R ag | HEK293 tox | TDP-43 yeast inh | HT1080 IDH1KD tx | GLP1R inv ag
N/C(Cc1ccc([N+](=O)[O-])cc1)=N\OC(=O)Cc1ccc(Cl)cc1 | 13% | 14% | 9% | 0% | -4% | 0% | ? | 15% | -12%
COc1ccc(Br)cc1C(=O)NC(=S)Nc1ccc2[nH]c(=O)[nH]c2c1 | 18% | 27% | 0% | -39%[inhibitor] | 16% | 4% | -8% | 10% | 60%[activator]
COc1ccc(/C(O)=C2/C(=O)C(=O)N(CC3CCCO3)C2c2cccc(OC)c2)cc1 (stereo not given) | 3% | ? | -2% | 13% | -2% | 0% | -9% | 27% | -14%
CCOCC(=O)OCC(=O)NC12CC3CC(CC(C3)C1)C2 | -1% | ? | 13% | -2% | 3% | 1% | 7% | -2% | 5%
Cc1ccc(Cn2ncc3c(N4CCN(CC#N)CC4)ncnc32)cc1 | -3% | -37% | -12% | 1% | 8% | 4% | 0% | -5% | -23%

Following part:
SMILES | HT1080-NT tox | KB-V1 MDR tox | KB-3-1 cytotox | SW480 rerep | GLP1R ag | HEK293 tox | TDP-43 yeast inh | HT1080 IDH1KD tx | GLP1R inv ag
CCOC(=O)C1CCCCN1Cc1ccc(OC)c(OC)c1 (stereo not given) | -5% | -6% | 10% | -14% | 8% | 5% | -15%[1.82 µM] | 23% | -18%
Cc1nn(C(C)C(=O)NCCc2cccs2)c(=O)c2nn(-c3ccccc3)c(C)c12 (stereo not given) | -14% | 1% | 0% | -21% | 6% | -8% | 16% | 10% | 9%
Cc1c(C)n(C)c2ccc(C(=O)NCCCN3CCCC3)cc12 | -5% | -6% | 4% | -6% | 13% | -22% | 3% | 0% | 3%
Cc1ccc(S(=O)(=O)N(C)c2c(C)ccc(S(N)(=O)=O)c2C)cc1 | -14% | -16% | -6% | -3% | 2% | -13% | 11% | -14% | -15%
COc1ccc(Cl)cc1NC(=O)CN1C(=O)COc2ccc(S(=O)(=O)NC3CCCC3)cc21 | / | 0% | -2% | / | / | 2% | 14% | / | -21%
CCCCC1Cc2[nH]c(=S)[nH]c(=O)c2C(c2ccc(C(C)C)cc2)O1 (stereo not given) | 21% | 8% | -22% | / | 3% | -3% | 16% | 5% | 22%
CCOC(=O)N/N=C/C=C/c1ccccc1 | 7% | 0% | 12% | -1% | 1% | -1% | -9% | 2% | 3%
Cc1ccc(C(C(=O)NC2CCCCC2)N(CC2CCCO2)C(=O)CCCC(=O)Nc2ccccn2)cc1 (stereo not given) | 2% | -27% | 4% | 0% | 2% | -25% | 9% | -18% | 4%
O=C(Nc1cccc(S(=O)(=O)N2CCCCC2)c1)c1ccc(Cl)nc1 | -10% | -7% | ? | 22% | 1% | -14% | -17% | -2% | ?
COCc1cccc(-c2csc(C(O)c3ccc(OC)cc3)n2)c1 (stereo not given) | 23% | -15% | 0% | / | 14% | 8% | ? | 16% | ?
COc1cccc(C(=O)NNc2c3ccccc3nc3ccccc23)c1 | -29% | ? | -5% | -11% | 7% | ? | -10% | -24% | ?
O=C(O)CSCC(=O)N1CCN(c2cc(C(F)(F)F)nc3ccccc23)CC1 | 9% | -19% | ? | 0% | -8% | 3% | 28% | 0% | 13%
O=C1[C@H]2[C@H](C=CC[C@H]2C(=O)N2CCN(c3ccccc3)CC2)CCN1Cc1ccccc1 | -3% | ? | ? | -3% | 1% | -9% | 28µM* | 0% | 4%
NN/C(=C\[N+](=O)[O-])Nc1ccc(Cl)cc1 | -17% | -10% | ? | 2% | 5% | -20% | -17%[0.397 µM] | -27% | -45%
CCOc1ccccc1N(CC(=O)OC)S(C)(=O)=O | 12% | 0% | -3% | 1% | -9% | 1% | -15% | 0% | -4%
CCn1cc(CNC(=O)c2ccc3nc(Cc4ccc(OC)cc4)oc3c2)cn1 | -21% | -11% | ? | 4% | -1% | -10% | -4% | -14% | 6%
